Screening data deposited in PubChem BioAssay by Broad Institute.
EWS-Fli block = inhibitors of EWS/Fli oncoprotein transcriptional activity; inhibition, % at 12.6 µM; 0.67% of 350,000 active; A673 NR0B1-luciferase reporter, viability-normalised;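 active means mean inhibition of at least 50% after viability correction, with every replicate also passing that limit; inconclusive means mean reaches 50% but only one of two replicates passes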;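 further: firefly luciferase signal divided by Alamar Blue viability fluorescence both relative to DMSO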
LGR2 inh = blocks bursicon-induced cAMP signaling via Drosophila LGR2; inhibition, % at 9.99 µM; 0.35% of 380,000 active; HEK293 LGR2, CRE-luciferase, bursicon-stimulated, 4 h;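 active means drop in luminescence signal, shown as inhibition above about 50% in the replicate tests, limit read from the data, passing the limit was not always enough; inconclusive means probably only some replicates passing the limit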;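 further: agonist challenge used bursicon conditioned medium at about half maximal strength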
Casp6 inh = caspase-6 (human) enzyme inhibition | P55212 | purified caspase-6, Z-VEID-R110 cleavage fluorescence | inhibition, % at 12.5 µM | 0.53% of 350,000 active;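 active means mean inhibition across replicates at least about 35%, with every replicate also reaching that limit, limit read from the data; inconclusive means only one of the two criteria met; inactive means neither criterion met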;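 further: 0% = median of neutral control wells and 100% = no fluorescence left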
Target sequence (P55212 24-179 limits assumed): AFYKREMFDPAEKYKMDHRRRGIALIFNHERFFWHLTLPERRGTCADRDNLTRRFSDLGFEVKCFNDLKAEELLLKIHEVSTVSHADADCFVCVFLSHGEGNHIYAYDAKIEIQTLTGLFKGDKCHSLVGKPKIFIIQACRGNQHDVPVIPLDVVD
Target sequence (P55212 194-293 limits assumed): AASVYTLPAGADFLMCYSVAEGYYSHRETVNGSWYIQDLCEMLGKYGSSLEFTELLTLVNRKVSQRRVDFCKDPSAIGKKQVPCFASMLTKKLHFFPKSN
PAX8 reporter = lowers PAX8-driven luciferase in RMG-I cells | RMG-I TPO-luciferase reporter, SteadyGlo, 24 h | inhibition, % at 12.6 µM | 1.2% of 360,000 active | AID 652154;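 active means mean replicate inhibition at least 60% with every replicate also reaching 60%; inconclusive means only one of the two criteria is met; inactive means mean below 60% and not all replicates reaching 60%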;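 further: luciferase light reporting Pax8 driven TPO promoter activity; plate controls were median of neutral control wells for no effect and mitoxantrone controls for full effect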
SIRT5 block = inhibitors of human sirtuin-5 desuccinylase; Q9NXA8; 1.1% of 330,000 active; Purified SirT5, succinyl-peptide AMC, trypsin-coupled fluorescence; inhibition, % at 15 µM; in the data active means inhibition above about 15%; inconclusive means no clear call, values can overlap the other calls
Target sequence (Q9NXA8 whole entry, looked up): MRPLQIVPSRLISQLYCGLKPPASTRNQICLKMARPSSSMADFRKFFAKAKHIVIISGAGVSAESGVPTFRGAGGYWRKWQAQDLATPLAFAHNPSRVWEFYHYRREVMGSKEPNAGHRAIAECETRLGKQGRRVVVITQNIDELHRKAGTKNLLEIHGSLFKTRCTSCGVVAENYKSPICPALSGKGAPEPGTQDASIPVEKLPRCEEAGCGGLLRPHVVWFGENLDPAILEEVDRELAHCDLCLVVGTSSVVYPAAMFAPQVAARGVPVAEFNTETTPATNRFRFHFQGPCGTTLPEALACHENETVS
ARNT TACC3 PPI = ARNT/TACC3 interaction disruption | AID 623870 | Q9Y6A5 | inhibition, % at 9.99 µM | 0.66% of 390,000 active | AlphaScreen His-ARNT PAS-B/GST-TACC3 binding, luminescence; TACC3 fragment carries E629A point mutation;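 active means mean inhibition of replicates at least 50% and at least half of replicates each reaching 50%; inconclusive means half or more replicates reach 50% but mean below 50%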;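 further: 0% = complete ARNT plus TACC3 wells and 100% = ARNT alone without TACC3; many hits fall short of the cut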
DENV2 CPE = DENV2-induced cell death inhibition | DENV2-infected cells, cytopathic effect rescue, plate reader | CPE inhibition, % at 9.99 µM | 1.7% of 350,000 active; in the data active means CPE inhibition above about 20%, passing the limit was not always enough; inconclusive means no clear call, values can overlap the other calls; tested in BHK-21 cells;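 further: 0% = median of neutral control wells and 100% = median of positive control wells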
* hit, by the source's call; ? = inconclusive; . = no result given; & = joins results of further samples.

nr	canonical_smiles	EWS-Fli block	LGR2 inh	Casp6 inh	PAX8 reporter
1	CC(=O)Nc1ccc(S(=O)(=O)NCCCCNS(=O)(=O)c2ccc(NC(C)=O)cc2)cc1	-3	-2	1	32
2	COc1cccc(CN(C)S(=O)(=O)c2ccc3c(c2)OCCO3)c1	2	7	3	6
3	Cc1ccn(CC(C)C(=O)O)n1 (configuration not stated)	-1	-3	1	9
4	CC1CCc2sc(C(=O)NC(C)C3CCCO3)cc2C1 (configuration not stated)	-61	-45	5	-164
5	O=C(CN1C(=O)S/C(=C\c2ccccc2F)C1=O)Nc1ccccc1O	38	0	4	-36
6	CCCn1c(-c2cccnc2Cl)nc2cc(Cl)c(Cl)cc21	12	-11	4	.
7	COc1ccc(/C=C/C(=O)OCC(=O)NCc2ccco2)cc1OC	1	-8	.	-5
8	COCCn1c(C)cc(C(=O)CSc2nc3ccccc3c(=O)n2Cc2ccco2)c1C	-86	-53	0	-58
9	COc1ccc(CN(C)C[C@@H]2OCCCC[C@H](C)Oc3ccc(NS(=O)(=O)c4ccc(F)cc4)cc3C(=O)N([C@@H](C)CO)C[C@H]2C)cc1	4	28	1	8
10	CSc1snnc1-c1ccccc1	-1	-8	1	1
11	CCOC(=O)c1ccc(NC(c2ccc(N(C)C)cc2)P(=O)(OC(C)C)OC(C)C)cc1 (configuration not stated)	6	.	3	-33
12	CCOc1ccc(C(C(=O)NC2CCCC2)N(C(=O)c2snc(C(N)=O)c2N)c2cccc(O)c2)cc1 (configuration not stated)	-6	2	6	55
13	Cc1ccc(S(=O)(=O)Nc2cccc3c2O[C@@H](CN(C)S(C)(=O)=O)[C@@H](C)CN([C@H](C)CO)C3=O)cc1	-2	16	0	3
14	O=C(CN(Cc1ccccc1)S(=O)(=O)c1ccc(Br)cc1)NCC1CCCO1 (configuration not stated)	-3	-17	-4	-23
15	CCC(CO)Nc1ccn2nc(-c3cccc(Cl)c3)cc2n1 (configuration not stated)	-115	-86	3	-133

nr	SIRT5 block	ARNT TACC3 PPI	DENV2 CPE
1	0	-13	-8
2	-3	2	-2
3	-2	-1	-4
4	2	-3	-2
5	-1	4	6
6	1	-12	-4
7	.	4	.
8	-5	-1	23*
9	1	-4	59*
10	8	-5	11
11	1	16	-2
12	0	-1	1
13	1	-4	4
14	6	-19	?
15	-2	.	-2

Part of the list above, field by field:
12. CCOc1ccc(C(C(=O)NC2CCCC2)N(C(=O)c2snc(C(N)=O)c2N)c2cccc(O)c2)cc1 (configuration not stated)
  EWS-Fli block: -6
  LGR2 inh: 2
  Casp6 inh: 6
  PAX8 reporter: 55
  SIRT5 block: 0
  ARNT TACC3 PPI: -1
  DENV2 CPE: 1

13. Cc1ccc(S(=O)(=O)Nc2cccc3c2O[C@@H](CN(C)S(C)(=O)=O)[C@@H](C)CN([C@H](C)CO)C3=O)cc1
  EWS-Fli block: -2
  LGR2 inh: 16
  Casp6 inh: 0
  PAX8 reporter: 3
  SIRT5 block: 1
  ARNT TACC3 PPI: -4
  DENV2 CPE: 4

Later entries.
nr	canonical_smiles	EWS-Fli block	LGR2 inh	Casp6 inh	PAX8 reporter
16	O=C(C/C=N\O)Nc1ccc(Oc2ccccc2)cc1	11	2	-2	-3
17	CCN(CC)c1nc2cc(C)ccc2cc1/C=C(\C#N)C(N)=O	16	-10	2	-2
18	Cc1ccc(-c2nc(CN(C)C(C3CC3)C3CC3)c(C)o2)cc1	-1	3	1	-6
19	CN(CC(=O)NCc1ccc(F)cc1)Cc1ccc(Br)cc1	1	-7	4	-3
20	O=C(N/N=C/c1cccc(Oc2ccccc2)c1)c1ccc(O)cc1O	.	-1	7	-12
21	COc1ccc2c(c1)CCCC21NC(=O)N(CC(=O)NC(=O)NCc2ccccc2)C1=O (configuration not stated)	9	5	4	-5
22	C[C@@H]1CN([C@H](C)CO)C(=O)Cc2cc(NC(=O)Nc3ccc(F)cc3)ccc2O[C@@H]1CN(C)C(=O)Nc1ccccc1	-2	6	1	11
23	CCOc1cc2c(cc1OCC)CN(CC(=O)Nc1ccccc1C(=O)NC1CC1)CC2	-3	-4	-2	6
24	O=C(NC1CCCCCC1)c1nnc(Cc2ccc(Cl)cc2)o1	-5	6	-2	-10
25	C[C@@H]1CN([C@@H](C)CO)C(=O)c2cc(NC(=O)Cc3ccccc3)ccc2O[C@@H]1CN(C)C(=O)Nc1ccc(F)cc1	8	10	1	13
26	C[C@@H]1CN([C@H](C)CO)S(=O)(=O)c2ccc(-c3cncnc3)cc2O[C@@H]1CN(C)C(=O)C1CCCCC1	-15	11	0	-43
27	C=CCn1c(SCC(=O)N(C)C2CCS(=O)(=O)C2)nc2ccccc2c1=O (configuration not stated)	-1	10	.	-1
28	C[C@@H]1CN([C@H](C)CO)C(=O)c2cccc(NS(=O)(=O)c3cn(C)cn3)c2O[C@@H]1CN(C)Cc1ccc(C(=O)O)cc1	2	-26	-2	.
29	CCC(=Nc1ccccc1OC)C1=C(O)CC(c2ccccc2)CC1=O (configuration not stated)	3	12	-5	-20
30	O=C(c1cccc(F)c1)N1CC2(C1)[C@H](c1ccccc1)[C@H](CO)N2C(=O)C1CCOCC1	-3	-2	0	.

nr	SIRT5 block	ARNT TACC3 PPI	DENV2 CPE
16	9	-3	10
17	6	3	-2
18	-1	-2	1
19	1	-2	0
20	3	-1	5
21	0	5	-2
22	-2	-3	-5
23	-2	.	1
24	2	-9	1
25	0	5	18
26	9	25	10
27	-1	-6	7
28	-1	-7	4
29	-2	-6	6
30	0	.	-6

9 entries from above, ordered by count of non-hydrogen atoms, largest number first:
nr	canonical_smiles	EWS-Fli block	LGR2 inh	Casp6 inh	PAX8 reporter
22	C[C@@H]1CN([C@H](C)CO)C(=O)Cc2cc(NC(=O)Nc3ccc(F)cc3)ccc2O[C@@H]1CN(C)C(=O)Nc1ccccc1	-2	6	1	11
25	C[C@@H]1CN([C@@H](C)CO)C(=O)c2cc(NC(=O)Cc3ccccc3)ccc2O[C@@H]1CN(C)C(=O)Nc1ccc(F)cc1	8	10	1	13
26	C[C@@H]1CN([C@H](C)CO)S(=O)(=O)c2ccc(-c3cncnc3)cc2O[C@@H]1CN(C)C(=O)C1CCCCC1	-15	11	0	-43
23	CCOc1cc2c(cc1OCC)CN(CC(=O)Nc1ccccc1C(=O)NC1CC1)CC2	-3	-4	-2	6
27	C=CCn1c(SCC(=O)N(C)C2CCS(=O)(=O)C2)nc2ccccc2c1=O (configuration not stated)	-1	10	.	-1
20	O=C(N/N=C/c1cccc(Oc2ccccc2)c1)c1ccc(O)cc1O	.	-1	7	-12
18	Cc1ccc(-c2nc(CN(C)C(C3CC3)C3CC3)c(C)o2)cc1	-1	3	1	-6
19	CN(CC(=O)NCc1ccc(F)cc1)Cc1ccc(Br)cc1	1	-7	4	-3
16	O=C(C/C=N\O)Nc1ccc(Oc2ccccc2)cc1	11	2	-2	-3

nr	SIRT5 block	ARNT TACC3 PPI	DENV2 CPE
22	-2	-3	-5
25	0	5	18
26	9	25	10
23	-2	.	1
27	-1	-6	7
20	3	-1	5
18	-1	-2	1
19	1	-2	0
16	9	-3	10

Later entries.
nr	canonical_smiles	EWS-Fli block	LGR2 inh	Casp6 inh	PAX8 reporter
31	O=C(C[C@@H]1C[C@H]2c3cc(NC(=O)C4CCC4)ccc3O[C@H]2[C@H](CO)O1)NCc1ccc(Cl)cc1	10	3	2	8
32	O=C(COC(=O)CNC(=O)c1sc2ccccc2c1Cl)Nc1cc(Cl)cc(Cl)c1	11	-2	1	6
33	CCOc1ccc(S(=O)(=O)NCCC(=O)N(C)CC(=O)Nc2ccc(N3CCOCC3)cc2)cc1	6	-11	1	-8
34	C[C@H](CO)N1C[C@H](C)[C@H](CN(C)C(=O)Nc2ccc(C(F)(F)F)cc2)Oc2c(NC(=O)CCCCCC(=O)Nc3ccccc3N)cccc2C1=O	0	4	4	24
35	CCCN1CCN(C(=O)Cn2nc(C)n3c(cc4c(OC)cccc43)c2=O)CC1	-6	21	-2	-18
36	CC(C)(C)SC(=O)C[C@@H]1NS(=O)(=O)OC2CCCCC21 (some centres not stated)	-4	6	0	-19
37	O=C(C[C@H]1CC[C@@H]2[C@H](COC[C@@H](O)CN2C(=O)c2ccccn2)O1)NC1CCC1	.	-6	-3	.
38	COc1ccc(CNS(=O)(=O)c2ccc(C)cc2)cc1	0	7	0	-22
39	Cc1cc(C(=O)N/N=C/c2ccc(O)c([N+](=O)[O-])c2)n[nH]1	-9	2	2	-7
40	C/C(=N\OC(=O)c1ccc(F)cc1)c1sc(-c2ccc(Cl)cc2)nc1C	-128	-51	-1	-85
41	Cc1ccc(S(=O)(=O)c2c(N)n(-c3ccccc3)c3nc4ccccc4nc23)cc1	5	0	4	5
42	CCC(C)(C)n1nnnc1C(C(C)C)N1CCN(C(=O)c2ccco2)CC1 (configuration not stated)	-6	-10	-1	10
43	COc1ccc(C(=O)Nc2ccc3c(c2)C(=O)N(C)C[C@H](OC)[C@H](C)CN(C(C)=O)[C@@H](C)CO3)cc1	-3	8	.	.
44	CN1C2CCC1CC(OC(=O)c1c[nH]c3ccccc13)C2 (configuration not stated)	-10	.	5	-5
45	C[C@H](CO)N1C[C@H](C)[C@@H](CN(C)S(=O)(=O)c2ccccc2)Oc2c(NC(=O)c3nc4ccccc4s3)cccc2C1=O	0	-14	1	11

nr	SIRT5 block	ARNT TACC3 PPI	DENV2 CPE
31	2	-5	0
32	-2	-8	-3
33	0	0	-2
34	11	.	35*
35	-8	1	2
36	.	-3	11
37	2	10	-7
38	-2	3	-3
39	7	.	5
40	1	-4	-3
41	7	-3	0
42	1	-2	1
43	-2	-5	7
44	4	3&0	-6
45	2	23	14

New compounds follow:
nr	canonical_smiles	EWS-Fli block	LGR2 inh	Casp6 inh	PAX8 reporter
46	O=C(NC(=S)Nc1cccc(Cl)c1N1CCCCC1)c1ccc2c(c1)OCCO2	.	-15	.	10
47	COC(=O)c1cc(-c2cccc([N+](=O)[O-])c2)c2c(=O)[nH]c(=O)n(C)c2n1	3	-2	-4	-14
48	CCOc1ccc(-c2nnc(SCC(=O)N3CCNC3=O)o2)cc1	-17	-5	-2	-132
49	COc1cc(/C=N/NC(=O)CC2(C)OCCO2)cc(Br)c1O	.	12	.	6
50	COc1cc(OC)cc(C(=O)Nn2cc(C(=O)Nc3ccccc3F)c3ccccc3c2=O)c1	11	3	-1	31
51	O=C(CSc1nnc(-c2ccncc2)n1-c1ccccc1)NCC1CCCO1 (configuration not stated)	2	9	0	1
52	COc1ccc(-n2c(-c3ccc(Cl)cc3)c[nH]c2=S)cc1	-10	-12	-1	1
53	Cc1ccc(C(=O)OCC(=O)NC2CCCCC2)o1	-3	6	25	-11
54	O=C(O)Cc1ccc(NC(=O)C(c2ccccc2)c2ccccc2)cc1	3	7	1	-9
55	CC(NC(=O)CCNC(=O)c1ccc(C(C)(C)C)cc1)c1ccccc1 (configuration not stated)	8	2	-3	5
56	Fc1ccc(N2CCN(Cc3cnc(Cl)s3)CC2)cc1	-4	.	-1	-9
57	COc1ccc(/C=N/n2c(C3CCCCC3)n[nH]c2=S)c(OC)c1	7	4	-2	-5
58	Cc1ccc(S(=O)(=O)N(C)C[C@@H]2Oc3c(NS(C)(=O)=O)cccc3C(=O)N([C@@H](C)CO)C[C@H]2C)cc1	1	9	1	2
59	CN1C(=O)c2cc(NC(=O)C3CCOCC3)ccc2OC[C@H]2O[C@H](CC(=O)NCC3CC3)CC[C@H]21	-11	-11	-1	-16
60	COc1cccc(C(=O)Nc2ccc3c(c2)C(=O)N(C)C[C@@H](OC)[C@@H](C)CN(C)[C@H](C)CO3)c1	12	-6	.	.

nr	SIRT5 block	ARNT TACC3 PPI	DENV2 CPE
46	.	8	.
47	1	-2	-1
48	-2	13	4
49	.	-1	.
50	.	.	?
51	3	9	?
52	-7	11	0
53	-3	-4	-4
54	-1	-6	3
55	.	0	2
56	-1	-3	3
57	-3	21	8
58	2	-4	18
59	4	-4	-7
60	9	-3	-2
